Source: PubChem BioAssay (several laboratories)
AID2073 – disruptors of CaV2.2 binding to Mint1 – biochemical, HTRF (AID 2073); actives 0.19% (n = 290,000); inhibition, % at 20 µM, or IC50 in µM where a hit was titrated; HTRF protein-protein interaction, Mint1-CaV2.2; higher % means a stronger effect; in the data active = inhibition mostly above about 51%, no sharp cut-off; inconclusive = no clear call, values can overlap the other calls; inactive = mostly below about 53%; also: some results filed as inactive read as strong as hits
UTI89 phage lysis – protection from phage-mediated lysis, alamar blue read-out – E. coli UTI89, K1F phage, bacterial capsule biogenesis inhibitors (AID 488966); one-dose inhibition, % at 100 µM; IC50 in µM for titrated hits; actives 0.02% (n = 340,000); E. coli UTI89 K1F phage lysis, alamar blue, 2 h; higher % means a stronger effect;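 active = phage lysis inhibition, versus mean bacterial control, above a set limit; inconclusive = no clear call, values can overlap the other calls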;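 also: capsule biogenesis inhibitors block K1F phage lysis so surviving cells raise fluorescence; higher fluorescence means more inhibition of phage lysis; actives were called in the ten point dose series up to 300 µM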
LYP inhibition – inhibitors of LYP phosphatase, biochemical, fluorescence intensity, uHTS (AID 1779) | recombinant LYP phosphatase, fluorescence intensity; higher % means a stronger effect | inhibition, % at 11.5 µM, or IC50 in µM where a hit was titrated | actives 0.054% (n = 290,000); in the data active = inhibition above about 50%;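 also: plate controls were vehicle with enzyme for no effect and no enzyme for full effect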
NTR1 ag – agonists of NTR1, primary screen, imaging, U2OS cells, beta-arrestin-GFP, high content (AID 493036); P30989; NTR1-U2OS beta-arrestin-GFP spot imaging, agonist mode; activation, % at 20 µM; actives 0.17% (n = 330,000);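 active = activation at or above 40% of the spot to cytoplasm intensity ratio, with at least 20 cells analyzed; inconclusive = wells under 20 cells, flagged as cytotoxic or low count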;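 also: 0% = DMSO without peptide and 100% = 100 nM NTR1 peptide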
Target sequence (P30989 whole entry, looked up): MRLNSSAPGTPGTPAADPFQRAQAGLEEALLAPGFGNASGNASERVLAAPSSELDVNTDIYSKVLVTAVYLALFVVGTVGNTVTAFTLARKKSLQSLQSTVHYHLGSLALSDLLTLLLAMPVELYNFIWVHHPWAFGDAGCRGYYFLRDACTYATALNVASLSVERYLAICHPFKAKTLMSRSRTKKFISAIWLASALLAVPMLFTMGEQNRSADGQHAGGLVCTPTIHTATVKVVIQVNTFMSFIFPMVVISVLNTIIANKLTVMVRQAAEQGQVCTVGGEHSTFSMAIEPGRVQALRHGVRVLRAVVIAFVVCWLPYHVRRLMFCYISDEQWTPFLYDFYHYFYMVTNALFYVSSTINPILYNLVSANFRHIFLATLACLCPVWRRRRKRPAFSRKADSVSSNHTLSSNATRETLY
Autophagy HCS – alters autophagy in cells. MEF GFP-LC3 puncta imaging; test concentration mostly 10 µM. calls only at 10 µM (by protocol). actives 0.98% (n = 190,000);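 active = percentage of spot-positive cells more than 3 SD above its plate mean, without a fluorescence outlier flag or 80% toxicity; inconclusive = no clear call, values can overlap the other calls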;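 also: spot-positive cell cutoff set from DMSO-treated cells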
RSV antiviral HEp-2 – inhibition of RSV-induced cytopathic effect – HEp-2 cells, primary 10 µM value included (AID 2391). HEp-2 cells, RSV-induced CPE inhibition; higher % means a stronger effect. actives 0.13% (n = 310,000). one-dose CPE inhibition, % at 10 µM; IC50 in µM for titrated hits; in the data active = a potency from the dose series; inconclusive = CPE inhibition mostly from about 23% at the one dose, without a potency; inactive = the rest, 99 in 100 with CPE inhibition below about 21%; also: strong numbers were not always called active
Dengue-2 NS5 capping – Dengue-2 NS5 methyltransferase inhibitors, primary screen, biochemical, confirmation dose response (AID 588689) | Dengue-2 NS5 methyltransferase capping enzyme assay, biochemical; higher % means a stronger effect | inhibition, % at 25 µM; hits with a dose series show IC50 in µM | actives 0.3% (n = 340,000); in the data active = a potency from the dose series; inconclusive = inhibition above about 29% without an active follow-up result
WT yeast gro inh – growth inhibition of WT yeast, mitochondrial fusion screen; mitochondrial fusion phenotypic screen, WT strain; inhibition, % at 10 µM; actives 2.1% (n = 190,000); AID 1362; in the data active = inhibition above about 58%; tested in S. cerevisiae
GPR35 antagonists – inhibition of zaprinast-stimulated GPR35 beta-arrestin translocation – imaging, U2OS, beta-arrestin-GFP, zaprinast agonist, primary screen (AID 2058); U2OS GPR35 beta-arrestin-GFP translocation imaging, zaprinast antagonism; higher % means a stronger effect; inhibition, % at 10 µM, or IC50 in µM where a hit was titrated; actives 0.052% (n = 290,000);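 active = inhibition of at least 50% with at least 30 cells and total cytoplasm GFP at most 10,000,000; inconclusive = under 30 cells or total GFP of 10,000,000 plus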
WT yeast gro inh mutant strain – recorded beside WT yeast gro inh, whose call it bears; inhibition, %; mitochondrial fusion phenotypic screen, mutant strain inhibition
Autophagy HCS cell loss 18 h – further read-out of Autophagy HCS, marked with its call; toxicity, %; measured here: cell loss, nuclei count;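 cell loss after 18 h compound exposure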
NTR1 ag cell count 20 µM – also measured in NTR1 ag; calls as there; cell count; measured here: cell count, cytotoxicity flag
Dengue-2 NS5 capping pilot replicate – second read-out of Dengue-2 NS5 capping, no call of its own (marks repeat the call); inhibition, %; measured here: pilot screen replicate inhibition
Starred values were filed as active, the others as inactive; i = inactive; ? = inconclusive; · = not tested or not shown; + = active, no number; [ ] = another dose, or the depositor's remark.

SMILES | AID2073 | UTI89 phage lysis | LYP inhibition | NTR1 ag | NTR1 ag cell count 20 µM | Autophagy HCS | Autophagy HCS cell loss 18 h | RSV antiviral HEp-2 | Dengue-2 NS5 capping | WT yeast gro inh | WT yeast gro inh mutant strain | GPR35 antagonists | others
CSc1sc(-c2ccnc(=S)[nH]2)c(-c2ccccc2)c1C#N | 15.4% | · | -4.3% | -0.5 | 44 | · | · | 9.7% | · | · | · | 5.1%
Cc1ccc(CNc2oc(-c3ccco3)nc2S(=O)(=O)c2ccccc2)cc1 | 3.5% | 0.1% | -3.6% | 3.6 | 80 | i | -7.6 | 7.5% | -0.8% | 63.2* | 48.1* | 1.5%
COc1ccc(S(=O)(=O)N2CCN(Cc3ccco3)CC2)cc1 | 11.9% | 0.3% | -3.3% | 1.4 | 29 | · | · | 0.7% | -1.6% | · | · | 12.5%
COc1ccc(Cn2nnnc2CN(Cc2cc3ccc(C)cc3[nH]c2=O)C2CCCC2)cc1 | -14.2% | 0.2% | -4.0% | 4.3 | 49 | i | -10.3 | -0.8% | -3.5% | 13.5 | 3.5 | -3.9%
Cc1c(CC(=O)N2CCC(C(=O)O)CC2)c(=O)oc2cc3c(cc12)CCC1(CCCCC1)O3 | 9.9% | 3.6% | -16.4% | -2.9 | 86 | · | · | 2.3% | -3.6% | · | · | -11.4%
Cc1nnc(N2C(=O)c3cccc4cccc(c34)C2=O)s1 | -3.5% | 0.1% | -3.8% | 1.4 | 55 | i | 9.2 | 0.8% | -7.6% | 28.1 | 13.7 | -8.7%
COc1cc2c(cc1OC)C1(Nc3c-2c(-c2ccccc2)nn3-c2ccccc2)C(=O)Nc2ccccc21 (centres undefined) | 6.0% | -0.3% | 2.9% | 8.6 | 61 | i | 5.3 | 11.1% | 2.1% | 8.8 | 31.6 | -8.7%
CC(C)CN(CC(C)C)C(=S)Nc1ccc(Cl)cc1 | -10.4% | 0.2% | -3.6% | -0.2 | 65 | i | 4.2 | 0.8% | 3.0% | 14.9 | 15.4 | -5.9%
CCCNC(=S)Nc1ccc(CC(=O)OC)cc1 | 6.3% | 0.5% | -4.6% | -0.3 | 64 | i | 1.4 | -0.1% | 5.2% | 13.6 | 15.2 | 4.7%
NNC(=O)c1ccc(CN2C(=O)c3cccc4cccc2c34)cc1 | 32.5% | 0.6% | -4.8% | 3.4 | 45 | i | -7.7 | -0.1% | 3.9% | -4.8 | -15.1 | -2.5%
COc1ccc(/C=N/NC(=O)CCSc2nc3ccccc3s2)cc1OC | -15.8% | -0.2% | -1.0% | -0.2 | 108 | i | -4.9 | ? | -1.8% | 8.0 | -20.9 | -8.6%
CCC1OC(c2ccc([N+](=O)[O-])cc2)=Nc2ccccc21 (centres undefined) | 1.5% | 0.3% | -7.8% | 0.2 | 56 | · | · | 0.6% | -3.3% | · | · | -2.0% | Dengue-2 NS5 capping pilot replicate=3.9
Cc1ccc(-c2cc3ccccc3nc2N)cc1 | 1.7% | -0.2% | -11.6% | 0.9 | 89 | · | · | 1.9% | -2.0% | · | · | 4.9%
COc1ccc(/C=N/NC(=O)c2cnccn2)cc1O | -2.0% | 2.1%[50 µM] | -4.0% | -0.9 | 56 | i | 16.1 | 2.1% | -5.8% | 4.9 | 1.3 | -6.8%
Cc1nc2ccccc2n1CC(=O)N/N=C/c1cccnc1 | -6.4% | 0.2% | -3.0% | -0.7 | 68 | i | -12.7 | 0.2% | -6.4% | -11.2 | -0.5 | 4.8%
Cc1ccccc1S(=O)(=O)Cc1ccc(C(=O)NCCN2CCCCC2C)o1 (centres undefined) | 4.3% | -0.7% | -5.4% | 1.5 | 49 | i | 11.1 | -1.8% | -1.1% | -6.3 | -1.4 | -5.6%
CCCC(CCC(=O)Nc1ccc(S(N)(=O)=O)cc1)C(=O)O (centres undefined) | 24.2% | -0.6% | -6.5% | -0.1 | 95 | i | -2.6 | 0.4% | 3.2% | 10.5 | 5.5 | 1.3%
Cc1ccc(S(=O)(=O)c2cc3c(=O)n4ccccc4nc3n(Cc3ccco3)c2=N)cc1C | ? | · | 16.0% | 10.5 | 104 | + | 11.6* | 3.1% | · | 3.0 | 8.0 | -4.5%
Cc1cccc(C)c1NC(=O)c1c(O)c2ccccc2[nH]c1=O | 11.9% | -0.2% | -0.5% | -0.2 | 69 | · | · | 5.0% | 10.8% | · | · | -3.2%
CCCCn1c(-c2nonc2N)nc2ccccc21 | -0.1% | 0.2% | 1.5% | 2.9 | 68 | i | 7.0 | 3.0% | -3.2% | -2.6 | -45.1 | 5.8%
CSc1ccccc1C(=O)Nc1cccc(C)c1 | -2.3% | 0.7% | -8.0% | -1.9 | 81 | i | 4.0 | 1.7% | -0.7% | -0.5 | -0.1 | 2.0% | Dengue-2 NS5 capping pilot replicate=0.2
Cc1ccc(-c2nnc(N3CCCCC3)c3ccccc23)cc1S(=O)(=O)N1CCN(C)CC1 | -0.3% | -1.0% | -2.6% | 2.3 | 50 | i | 5.7 | 14.1% | -4.1% | -6.2 | -8.1 | 15.0%
O=C(COc1ccccc1)NNc1nc2ccccc2s1 | -4.4% | 0.2% | -2.8% | 0.9 | 46 | · | · | 3.1% | -3.8% | · | · | 0.4%
Cc1cc(NC(=O)CSc2nnnn2-c2ccccc2C)no1 | 2.8% | 0.1% | -10.2% | 0.2 | 56 | · | · | 3.6% | -3.9% | · | · | -12.0%
CN1/C(=C/C(=O)c2cccs2)Sc2ccccc21 | -1.5% | 0.8% | -6.1% | 1.1 | 86 | i | 8.9 | ? | -6.8% | 32.6 | 44.3 | -1.5% | Dengue-2 NS5 capping pilot replicate=3.0
Next part:
SMILES | AID2073 | UTI89 phage lysis | LYP inhibition | NTR1 ag | NTR1 ag cell count 20 µM | Autophagy HCS | Autophagy HCS cell loss 18 h | RSV antiviral HEp-2 | Dengue-2 NS5 capping | WT yeast gro inh | WT yeast gro inh mutant strain | GPR35 antagonists | others
Cc1cc(C(=O)CS(=O)(=O)c2ccc(F)cc2)cc(C)c1O | -1.0% | 1.5% | -7.1% | -1.4 | 95 | · | · | 0.3% | -11.1% | · | · | 22.6%
Brc1ccc(-c2ccc(CNCc3ccccn3)o2)cc1 | 14.7% | 0.4% | -1.0% | 1.5 | 55 | · | · | 5.5% | -11.9% | · | · | -4.4%
O=C(OCCN1CCCCC1)c1ccccc1Br | 16.3% | 0.0% | -5.1% | -0.2 | 59 | · | · | 1.2% | -1.3% | · | · | 13.7%
O=C(NNC1=C(C(=O)C(F)(F)F)CCC1)c1ccccc1O | 18.1% | 0.1% | -0.2% | -0.7 | 38 | i | -2.3 | 1.3% | 10.6% | -1.7 | 1.6 | 3.7%
CC(=O)Nc1ccc(NC(=O)C(C)OC(=O)CN(C)S(=O)(=O)c2ccc(Cl)cc2)cc1 (centres undefined) | 4.0% | -0.7% | -2.2% | 0.3 | 72 | i | 35.8 | 3.0% | -3.1% | -8.2 | 5.5 | -10.4%
CCOC(=O)C1(Cc2cccc(OC)c2)CCN(Cc2ccc(C)s2)CC1 | 0.4% | 0.7% | -7.5% | -2.1 | 81 | i | 15.3 | 14.1% | -0.9% | 26.3 | 7.5 | 2.7%
C=CCN(C(=O)CCc1ccccc1OC)c1nc(-c2ccc(S(C)(=O)=O)cc2)cs1 | -4.9% | -0.4% | 3.0% | 2.0 | 40 | · | · | 5.5% | -10.6% | · | · | -1.8%
O=C(Nc1ccc(N2CCCCC2)cc1)c1ccc([N+](=O)[O-])o1 | 23.4% | -2.9% | -5.7% | 36.8 | 57 | · | · | -1.5% | -1.5% | · | · | 1.1%
CCc1nn2c(=O)c(S(=O)(=O)Nc3cccc(F)c3)c(C)nc2s1 | -1.5% | 0.5% | -4.7% | -0.2 | 58 | · | · | 0.4% | -4.1% | · | · | -15.5%
C[N+](C)(C)CCN1C(=O)CSC1=O | -18.8% | 0.2% | -5.4% | 0.1 | 49 | · | · | 0.5% | -7.7% | · | · | -12.3%
C=CCN1C(C(=O)c2ccccc2)=C(OC(=O)COc2ccccc2)c2ccccc2S1(=O)=O | -7.7% | 0.3% | -5.1% | · | · | i | 21.0 | 2.5% | 1.9% | 50.2 | 41.4 | 1.9%
CN(C)c1cc(-c2cccc(C(F)(F)F)c2)oc(=O)c1Cl | · | 0.6% | · | -0.3 | 44 | · | · | -0.8% | 3.8% | · | · | ·
COc1ccc(-c2nnc(SCC(=O)N3CCCC3)o2)c(OC)c1 | 5.4% | 0.3% | -5.3% | -2.7 | 58 | · | · | 1.5% | -4.1% | · | · | -6.8%
COc1cccc(CNS(=O)(=O)c2ccc3c(c2)CC(C)N3C(=O)C2CCC2)c1 (centres undefined) | 6.3% | 0.0% | -11.8% | 1.8 | 68 | · | · | -1.6% | -4.1% | · | · | -19.2%
CSCc1c(C(=O)OCC(=O)NC2CCCCC2)oc2ccccc12 | · | 1.0%[50 µM] | · | 1.2 | 100 | · | · | -0.8% | 1.5% | · | · | ·
Cc1ccc(C(=O)Oc2ccccc2N2C(=O)C3C4CCC(C4)C3C2=O)cc1 (centres undefined) | -0.7% | 0.2%[50 µM] | -7.1% | 0.2 | 62 | i | -3.6 | 3.4% | 1.3% | -20.5 | -8.2 | 20.8%
NC(=O)C(F)(F)C12OC3C4C5CC(C6C5C3C61)C42 (centres undefined) | -1.7% | 1.9% | -7.0% | 0.5 | 61 | i | -49.7 | 1.8% | -2.4% | -8.1 | -5.0 | -7.3%
COc1cccc(NC(=O)c2nn(-c3ccc(OC)cc3OC)c(=O)c3ccccc23)c1 | 12.1% | 0.2% | -3.2% | 9.1 | 96 | i | 12.5 | 1.9% | -5.5% | -2.4 | 1.4 | -4.8%
CCOC(=O)COc1cnc2ccccc2n1 | 25.4% | 0.2% | -3.3% | -0.5 | 97 | i | 7.2 | 0.6% | -6.3% | -11.6 | 6.2 | -13.9%
COc1ccccc1OCCOc1ccc(C(=O)c2ccccc2)cc1 | ? | 0.7% | -1.4% | 1.0 | 31 | i | 15.2 | 6.6% | -5.1% | 17.1 | 2.6 | -9.8%
